TPT1 inh: Candida albicans TPT1 enzyme inhibitors, primary screen, biochemical, fluorescence polarization | tRNA 2'-phosphotransferase TPT1 (Candida albicans SC5314) | recombinant caTPT1, FP RNA substrate dephosphorylation | inhibition, % at 5 µM | 0.81% of 300,000 active | AID 1962, 2009;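 active means inhibition above the mean of all tested compounds plus 3 SD, set per screening campaign, cut at about 24% in these data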;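 further: plate controls were DMSO alone for no effect and ferristatin control at 100 nM for full effect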
EBNA-1 inh: EBNA-1 DNA-binding inhibitors, primary screen, biochemical, fluorescence polarization | inhibition, % at 14.8 µM | 0.34% of 300,000 active; in the data active means inhibition above about 28%
Efflux pump mplx: inhibitors of Candida efflux pumps in yeast, primary screen, S. cerevisiae, Nile Red, multiplex. S. cerevisiae Candida pump triplex. inhibition, % at 10 µM. 0.44% of 330,000 active. AID 485275, 2010;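 active means plate passing quality check with inhibition over a set limit, or well fluorescence over plate mean plus 4 SD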;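 further: Nile Red retained in pooled yeast measured as flow cytometry median fluorescence; 0% = buffer negative control and 100% = Enniatin B positive control; higher means more Nile Red kept so more efflux inhibition; some compounds called inactive have numbers as strong as hits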
Fh CTSL1 inh: Fasciola hepatica cathepsin L1 inhibitors, primary screen, counter-screen for PFM18AAP inhibitor project, biochemical, QFRET, fluorogenic peptide substrate. recombinant F. hepatica cathepsin L1, Z-Leu-Arg-MCA fluorescence. inhibition, % at 5.96 µM. 0.49% of 300,000 active;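 active means inhibition above the mean of all tested compounds plus 3 SD, set per screening campaign, cut at about 17% in these data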;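 further: 0% = plate median of test compound wells and 100% = 1 µM Z-Phe-Ala-diazomethylketone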
PP5 inh: PP5 phosphatase inhibitors, primary screen, biochemical, fluorescence; purified PP5c, OMFP substrate fluorescence; inhibition, % at 6.7 µM; 0.18% of 320,000 active;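 active means inhibition above the campaign's mean inhibition across all tested compounds plus 3 SD, cut at about 9.5% in these data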;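 further: 0% = DMSO only and 100% = 100 µM cantharidin control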
Target sequence (P53041 whole entry, looked up): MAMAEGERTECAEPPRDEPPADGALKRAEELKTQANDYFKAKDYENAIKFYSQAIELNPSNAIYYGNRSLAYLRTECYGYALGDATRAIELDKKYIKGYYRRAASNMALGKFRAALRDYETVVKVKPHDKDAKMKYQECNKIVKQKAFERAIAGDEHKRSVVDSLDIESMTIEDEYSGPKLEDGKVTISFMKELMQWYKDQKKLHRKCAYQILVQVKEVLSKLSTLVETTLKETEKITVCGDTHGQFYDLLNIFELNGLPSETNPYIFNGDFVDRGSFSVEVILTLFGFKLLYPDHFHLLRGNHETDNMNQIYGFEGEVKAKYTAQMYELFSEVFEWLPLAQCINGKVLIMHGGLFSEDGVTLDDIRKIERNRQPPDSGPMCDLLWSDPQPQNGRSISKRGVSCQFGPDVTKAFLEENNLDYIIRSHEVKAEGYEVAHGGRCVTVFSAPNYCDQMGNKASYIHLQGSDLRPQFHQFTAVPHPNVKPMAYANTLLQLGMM
ZTA counter: blocks Epstein-Barr virus ZTA, an EBNA-1 counter-screen; inhibition, % at 11 µM; ZTA-DNA binding, fluorescence polarization; 0.15% of 320,000 active; in the data active means inhibition above about 33%
Target sequence (P03206 whole entry, looked up): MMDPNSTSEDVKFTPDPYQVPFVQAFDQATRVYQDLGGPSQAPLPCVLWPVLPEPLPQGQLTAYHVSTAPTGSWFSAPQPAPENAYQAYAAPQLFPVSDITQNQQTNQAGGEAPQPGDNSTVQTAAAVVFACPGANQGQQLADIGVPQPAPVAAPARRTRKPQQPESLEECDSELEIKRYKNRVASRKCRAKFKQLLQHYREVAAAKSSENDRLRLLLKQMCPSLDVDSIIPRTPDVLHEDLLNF
HCV core dimer: inhibitors of HCV core protein dimerization, primary screen, biochemical, TR-FRET, high-throughput. TR-FRET GST/Flag-core106 dimerization, 1536-well. inhibition, % at 5 µM. 0.33% of 300,000 active. AID 1899, 2009;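 active means inhibition above the mean of all tested compounds plus 3 SD, set per screening campaign, cut at about 45% in these data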
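Assay system: Tagged HCV core106 pair (GST and Flag) | Buffer or medium: KF-containing HEPES buffer, pH 7.45, DTT, CHAPS, BSA | Also added: Eu donor and XL665 acceptor anti-tag antibodies | Dosing: One concentration, 5 µM, in 0.5% DMSO | Timing: 4 h at 22.5 °C | Technique: TR-FRET 671 and 617 nm emission | Repeats: Singlicate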
PP1 counter: PP1-alpha phosphatase inhibitors, primary screen, counter-screen for PP5 inhibitor project, biochemical, fluorescence, OMFP substrate, single point. Serine/threonine-protein phosphatase PP1-alpha catalytic subunit (Homo sapiens), P62136. purified PP1alpha. inhibition, % at 6.7 µM. 0.9% of 320,000 active;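 active means inhibition above the mean inhibition of all tested compounds plus 3 SD, computed separately for each screening campaign, cut at about 15% in these data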
Target sequence (P62136 whole entry, looked up): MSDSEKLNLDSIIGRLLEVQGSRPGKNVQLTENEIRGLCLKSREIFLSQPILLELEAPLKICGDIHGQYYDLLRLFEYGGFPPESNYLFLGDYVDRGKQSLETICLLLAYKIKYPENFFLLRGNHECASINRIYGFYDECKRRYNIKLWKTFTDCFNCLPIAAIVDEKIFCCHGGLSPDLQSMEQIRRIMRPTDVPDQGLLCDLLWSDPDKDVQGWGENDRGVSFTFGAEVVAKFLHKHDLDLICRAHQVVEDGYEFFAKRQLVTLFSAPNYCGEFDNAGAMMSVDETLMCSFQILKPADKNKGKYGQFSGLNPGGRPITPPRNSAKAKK
PREPL inh: PREPL enzyme inhibitors, primary screen, biochemical, fluorescence polarization; Prolyl endopeptidase-like (Homo sapiens), Q4J6C6; recombinant PREPL, fluorescence polarization activity-based probe; inhibition, % at 5.96 µM; 0.68% of 320,000 active; AID 2751, 2010; in the data active means inhibition above about 43%;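 further: 0% = enzyme with DMSO and 100% = wells lacking enzyme; many of its hits are not listed in these tables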
* hit, by the source's call; x = no result given. This is a subset, so the mix of outcomes need not match the whole.

item	mol	TPT1 inh	EBNA-1 inh	Efflux pump mplx	Fh CTSL1 inh	PP5 inh	ZTA counter	HCV core dimer	PP1 counter	PREPL inh
1	CCCCCCCCCCOC(=O)Cn1c(COc2ccc(C)cc2)[n+](C)c2ccccc21	-2	2	0.0	12	5.2	22	-8	45*	-40
2	Oc1ccc(/C=C/c2ccc3cccc(O)c3n2)cc1Br	48*	1	0.3	5	1.8	9	7	4	33
3	CCC(C(=O)NC(C)(C)C)N(C(=O)Cn1nnc(-c2ccccc2F)n1)c1cnc2ccccc2c1 (centres undefined)	-5	4	0.0	3	-2.5	11	0	-5	4
4	CCOc1ccc(-n2cnnn2)cc1S(=O)(=O)N1CCC(C)CC1C (centres undefined)	4	2	-0.1	-4	2.7	-12	1	-5	6
5	CCCCCCCCCCCCCCCC(=O)NCCc1c[nH]c2ccccc12	-3	0	0.1	0	3.1	-16	2	-2	2
6	CC(Oc1ccc2c(-c3ccccc3)cc(=O)oc2c1)C(=O)NCCCn1ccnc1 (centres undefined)	-3	-8	-0.1	-2	0.9	2	1	-4	3
7	Nc1cc(Cl)nc(N/N=C/c2ccc([N+](=O)[O-])cc2)n1	-1	8	-0.4	6	-2.6	11	-4	-1	-1
8	O=C(CN(Cc1ccccc1Cl)C(=O)CN1C(=O)CSc2ccccc21)NC1CC1	2	-15	0.1	2	0.8	10	-4	2	3
9	O=S(=O)(NOCc1ccc(Cl)cc1)c1ccc(Cl)cc1	0	0	0.0	-5	3.6	2	3	3	-50
10	COCCn1c(-c2ccc(OC(F)(F)C(F)C(F)(F)F)cc2)nc2c1c(=O)[nH]c(=O)n2CC(C)C (centres undefined)	-4	-7	0.2	5	2.2	-8	6	7	4
11	Cc1c(-c2ccccc2)n[nH]c1C(=O)N=Nc1c(O)[nH]c2ccccc12	2	4	0.0	3	-1.3	2	8	12	-7
12	COc1ccc(-c2cnc(OC(C)(C)C)nc2OC(C)(C)C)cc1OC	-3	1	0.0	-1	4.0	-13	-3	2	8
13	CCOC(=O)NC(NCC(O)c1ccccc1)(C(F)(F)F)C(F)(F)F (centres undefined)	3	0	-0.2	-2	0.2	-5	-4	-1	2
14	COC(=O)c1ccc(CSc2ccc3nnc(-c4ccc(OC)cc4)n3n2)o1	-2	4	0.1	0	-0.4	3	5	-2	2
15	Nc1nnc(SCC(=O)N2CCN(c3ccccc3)CC2)n1-c1ccccc1	6	5	0.1	-4	-1.3	11	-2	-2	8

The closing two records of the part before open the next one.
item	mol	TPT1 inh	EBNA-1 inh	Efflux pump mplx	Fh CTSL1 inh	PP5 inh	ZTA counter	HCV core dimer	PP1 counter	PREPL inh
14	COC(=O)c1ccc(CSc2ccc3nnc(-c4ccc(OC)cc4)n3n2)o1	-2	4	0.1	0	-0.4	3	5	-2	2
15	Nc1nnc(SCC(=O)N2CCN(c3ccccc3)CC2)n1-c1ccccc1	6	5	0.1	-4	-1.3	11	-2	-2	8
16	CC1CCC(NC(=O)Cn2c3c(c(-c4ccccc4Cl)cc2=O)CCC3)CC1 (centres undefined)	2	-10	0.2	-1	3.8	14	6	0	-2
17	Nn1cc(-c2ccccc2)nc1SCC(=O)NCC1CCCO1 (centres undefined)	4	-6	0.0	-4	0.3	4	-34	-2	7
18	C#CC1(NC(=O)N(C)C)CCCCC1	-1	-17	0.1	1	0.8	-13	2	-3	-5
19	CC(=O)Nc1cc(NC(C)=O)cc(C(=O)OCC(=O)c2ccc3c(c2)OCO3)c1	2	-3	-0.1	-5	0.3	-5	1	-4	16
20	CCCN1CC(=O)N2C(c3cccc(OC)c3OC)c3[nH]c4ccccc4c3C[C@H]2C1=O (some centres undefined)	-4	1	0.0	5	2.3	-17	-10	3	19
21	CCOc1ccc(NC(=O)CCC(=O)NNC(=O)Nc2cccc(Cl)c2)cc1	-3	16	-0.1	0	-0.8	1	-3	-6	2
22	O=C(CN1CCc2ccccc2C1)c1cccs1	0	-6	0.2	0	3.4	1	5	1	9
23	O=C1CCCc2[nH]c3cccc(/C(=C/c4ccccc4)c4ccccc4)c3c21	-2	-2	0.2	-5	-3.3	3	0	7	4
24	CN(C)c1nc(OCCNC(=O)COc2ccc(Cl)cc2Cl)nc(N2CCOCC2)n1	0	4	-0.1	0	-1.7	10	-3	1	-16
25	COCCN1Cc2cccc(C(=O)NCc3ccccc3OC)c2C1=O	-1	-9	0.0	-4	-0.2	0	-4	1	-4
26	Cc1ccc(-n2c(SCC(=O)NCc3ccco3)nc3c(sc4ccccc43)c2=O)cc1	0	-2	0.0	3	2.8	-1	41	13	-11
27	CC(C)CN(C(=O)c1ccco1)c1nc2ccccc2s1	0	-9	0.3	3	0.8	-1	2	2	-3
28	Cc1ccc(NC(=O)CSc2nc3ccccc3c3nc(CCn4cncc4C)nn23)c(C)c1	-3	0	-0.9	1	2.6	2	-6	-5	7
29	COc1ccc(OC)c(C(C(=O)NCc2ccco2)N(C(=O)Cn2nnc3ccccc32)C(C)C)c1 (centres undefined)	0	2	-0.1	0	2.3	1	0	0	4
30	CNC(=S)/N=C(\Nc1ccc(C)cc1)c1ccccc1	5	5	-0.1	-2	1.9	5	3	1	-21

Single values from the results shown.
compound 25 in TPT1 inh: -1
compound 21 in Efflux pump mplx: -0.1
compound 29 in ZTA counter: 1

(listing goes on)
item	mol	TPT1 inh	EBNA-1 inh	Efflux pump mplx	Fh CTSL1 inh	PP5 inh	ZTA counter	HCV core dimer	PP1 counter	PREPL inh
31	CCOCCCNC(=O)Cc1cc(=O)[nH]c(=O)[nH]1	0	-9	0.2	-2	2.8	0	-10	-3	-4
32	Cn1c(=O)c2cc(S(=O)(=O)NCCC(=O)NCC3CCCO3)ccc2n(C)c1=O (centres undefined)	-1	1	-0.1	2	2.8	-5	3	-8	2
33	CCOC(=O)c1cc(-c2csc(N/N=C/c3ccccc3Cl)n2)on1	-2	22	0.0	0	-1.5	-2	0	0	5
34	COc1cc2cc[n+](Cc3ccc([N+](=O)[O-])cc3)cc2cc1OC	2	6	0.0	-4	1.0	2	-2	3	-1
35	C#CC[N+](C)(C)CCN1C(=O)C2C(c3ccccc3)C=CC(c3ccccc3)C2C1=O (centres undefined)	-4	-6	0.1	0	0.7	-4	-2	0	13
36	N/C(=N\OS(=O)(=O)c1ccc2ccccc2c1)c1cccnc1	0	7	0.0	2	-0.8	6	9	-1	-1
37	COc1ccccc1NS(=O)(=O)c1cccc(C(=O)N/N=C/c2ccc(OCC(=O)O)cc2)c1	0	-2	0.0	4	0.8	5	-9	-1	8
38	CC1(C)NC(=O)N(CC(=O)OCC(=O)NC(=O)c2ccccc2)C1=O	0	-3	-0.1	-10	0.1	9	-3	-3	0
39	Cc1cc(C(=O)NCCC(C)C)c2ccccc2n1	0	6	0.1	-1	-1.9	-4	-2	-1	-6
40	COc1ccc(CCNC(=O)NS(=O)(=O)c2ccc(C)cc2)cc1OC	0	-4	0.1	-1	1.0	1	2	-3	-3
41	CN(CC(=O)Nc1ccc(N2CCOCC2)cc1)C(=O)CC(c1ccccc1)c1ccccc1	3	0	0.1	-3	4.6	18	0	-1	7
42	O=Cc1c(NCCN2CCOCC2)c2ccccc2[nH]c1=O	2	-4	0.1	3	1.7	-12	-5	0	7
43	CSc1cccc(NS(=O)(=O)c2cn(C)cn2)c1	-2	-9	1.3*	-9	1.0	9	-3	-6	16
44	CCOC(=O)c1cnc(-c2ccccc2)nc1-c1ccccc1	-3	4	-0.3	1	-1.5	-2	-2	1	-6
45	COc1ccc(N2CCN(S(=O)(=O)c3ccc(-c4cc(C)no4)s3)CC2)cc1	2	-15	-0.1	-1	-1.3	1	8	-2	4
46	COc1ccc(Cc2c(O)nc(SCC(=O)c3ccc(OC)cc3)[nH]c2=O)cc1	-1	7	-0.1	2	0.7	5	2	-3	-6
47	CC(=O)N(C)c1ccc(NC(=O)C(F)(F)F)cc1	-1	-12	0.1	4	-1.6	-2	4	-1	16
48	COc1ccc(-n2cnc3cc(NC(=O)c4ccco4)ccc32)cc1	-1	-12	0.3	-1	-0.5	-20	1	-3	10
49	O=C(COc1ccc([N+](=O)[O-])cc1)Nc1nnc(-c2cccnc2)s1	5	2	-0.1	-1	0.9	18	39	10	9
50	Cc1cc(NS(=O)(=O)c2ccc(NC(=O)CCCOc3ccccc3C)cc2)no1	0	0	-0.3	3	-0.1	2	11	2	-8
51	O=C1CC2(CCN(C(=O)c3c(F)cccc3Cl)CC2)Oc2ccccc21	-2	5	0.1	1	-0.3	-6	-1	-2	7
52	CC(C)CN(C(=O)COC(=O)CNC(=O)c1ccccc1)c1c(N)n(Cc2ccccc2)c(=O)[nH]c1=O	2	-2	-0.1	-6	-0.6	-10	0	-1	5
53	CCCOc1ccc(C(C)=O)cc1CC(C(=O)OCC)C(=O)OCC	-2	17	-0.1	4	0.4	-2	-1	0	8
54	CN1CCN(c2nc3c(c(=O)n(C)c(=O)n3C)n2CCSc2nc3ccccc3s2)CC1	-2	7	0.0	1	-0.8	11	-8	-4	45*
55	Cc1ccc(N=CC2=C(O)CC(C)(C)CC2=O)nc1	-3	-9	0.1	0	2.9	-11	-7	3	0
56	COc1cccc(-n2c(SCC#N)nnc2-c2cnccn2)c1	-1	6	-0.1	-6	2.9	-7	-2	-3	5
57	Cc1nc2ccccn2c1P(=Nc1ccccc1)(N(C)C)N(C)C	-3	-7	0.8	5	0.9	-18	3	-5	15
58	CN(C)S(=O)(=O)c1ccc(NC(=O)C2COc3ccccc3O2)cc1 (centres undefined)	1	6	0.4	-2	6.3	1	0	-12	4
59	CCc1nnc(NC(=O)C2(C)COC(c3ccc(OC)cc3)OC2)s1 (centres undefined)	1	-9	0.3	3	-0.5	3	3	-6	4
60	CCOc1ccc(NC(=S)NC(=O)c2cncc(Br)c2)cc1	3	6	0.0	-3	-0.4	3	2	4	-2
61	Nn1c(SCc2ccccn2)nncc1=O	3	-3	0.2	-1	0.8	-12	-3	-6	0
62	Cc1cc(C)nc(N(C#N)Cc2ccc(Br)cc2)n1	3	-11	-0.1	1	3.5	-7	3	1	-7
63	Cc1ccc(S(=O)(=O)N(C)c2ccc(C(=O)Nc3ccccn3)cc2)cc1	0	-3	0.0	5	-2.9	8	4	-5	-7
64	CCOC(=O)CC1C(=O)NCCN1C(=O)c1cccc(C(F)(F)F)c1 (centres undefined)	0	-3	0.1	0	1.4	-2	0	-2	4
65	CC(C)OC(=O)C1C(=O)CC(C)(O)C(C(=O)OC(C)C)C1c1ccccc1 (centres undefined)	-3	4	-0.1	-1	1.7	4	3	-1	6
66	CCN(CC)S(=O)(=O)c1cccc(-c2nnc(SCC(N)=O)n2N)c1	0	2	-0.1	-3	0.2	7	2	-1	1
67	COc1ccc(/C=C/C(=O)Nc2ccc(S(=O)(=O)Nc3onc(C)c3C)cc2)cc1OC	-3	2	-0.1	2	1.5	-5	-5	2	5
68	O=C(CCN1C(=O)NC2(CCCC2)C1=O)Nc1cccc(S(=O)(=O)N2CCOCC2)c1	x	x	0.5	x	3.6	0	x	-2	7
69	CC1(C)CCc2c([nH]c3ccccc3c2=O)O1	-2	-2	0.0	-1	3.1	-7	-1	3	1
70	O=C1CC(c2ccc(F)cc2)Cc2nc(N3CCN(c4ccccc4)CC3)ncc21 (centres undefined)	2	10	0.0	3	-2.0	0	9	1	-9

Screening results as filed in PubChem BioAssay.
